Screening data: PubChem, Sanford-Burnham Center for Chemical Genomics
Gli-Sufu block: Gli-Sufu pathway antagonism; 340,000 compounds, 0.74% hits; inhibition, % at 5 µM; Sufu-KO-LIGHT fibroblasts, Gli luciferase reporter luminescence;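 active means inhibition above about 55%, limit read from the data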;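 further: 0% = DMSO-treated cells and 100% = wells with medium but no cells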
GRIN3A LBD mod: modulates the human NR3A ligand-binding domain; Tm shift relative to glycine control, % at 25 µM; NR3A LBD differential scanning fluorimetry, Tm shift; 0% = protein alone, 100% = glycine-bound protein; 340,000 compounds, 2.5% hits;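 active means melting temperature shift of at least 10% of the positive control shift, at one fixed dose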
A3G deaminase: inhibitors of human APOBEC3G DNA deaminase | Q9HC16 | recombinant A3G, ssDNA deamination FAM/TAMRA fluorescence | inhibition, % at 20 µM | 330,000 compounds, 0.28% hits | AID 493012;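 active means inhibition of at least 40% at 20 µM, with no more than 30% in the related APOBEC3A deaminase screen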;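 further: plate controls were DMSO wells with A3G for no effect and wells lacking A3G enzyme for full effect; some compounds called inactive have numbers as strong as hits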
Target sequence (Q9HC16 whole entry, looked up): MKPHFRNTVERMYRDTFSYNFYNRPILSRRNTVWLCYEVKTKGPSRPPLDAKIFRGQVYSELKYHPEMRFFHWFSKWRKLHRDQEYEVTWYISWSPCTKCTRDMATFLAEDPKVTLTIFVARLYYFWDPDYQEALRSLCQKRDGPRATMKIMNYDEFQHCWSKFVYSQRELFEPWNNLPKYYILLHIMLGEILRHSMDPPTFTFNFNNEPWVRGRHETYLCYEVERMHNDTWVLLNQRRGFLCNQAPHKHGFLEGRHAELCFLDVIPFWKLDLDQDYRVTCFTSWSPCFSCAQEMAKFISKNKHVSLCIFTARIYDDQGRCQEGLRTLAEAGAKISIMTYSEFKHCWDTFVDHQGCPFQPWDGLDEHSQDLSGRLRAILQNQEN
CXCR6 block: inhibitors of human CXCR6 receptor | AID 602244 | CHO-K1 PathHunter CXCR6 beta-arrestin, luminescence | inhibition, % at 20 µM | O00574 | 360,000 compounds, 0.36% hits; in the data active means inhibition above about 34%, passing the limit was not always enough;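 further: antagonist mode with CXCL16 agonist at 10 nM final; 0% = 10 nM CXCL16 with DMSO and 100% = unstimulated wells without agonist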
Target sequence (O00574 whole entry, looked up): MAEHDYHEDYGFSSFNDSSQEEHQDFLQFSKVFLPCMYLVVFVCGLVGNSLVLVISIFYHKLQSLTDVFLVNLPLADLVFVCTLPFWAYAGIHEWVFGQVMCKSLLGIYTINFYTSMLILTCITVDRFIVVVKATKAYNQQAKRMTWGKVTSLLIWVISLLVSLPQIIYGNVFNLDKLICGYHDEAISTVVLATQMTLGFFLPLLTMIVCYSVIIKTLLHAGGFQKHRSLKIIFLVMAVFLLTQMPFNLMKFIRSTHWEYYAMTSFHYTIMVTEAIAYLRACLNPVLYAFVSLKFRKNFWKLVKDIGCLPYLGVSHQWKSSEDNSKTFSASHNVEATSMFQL
MPTP inh: blocks calcium-induced mitochondrial swelling; isolated mouse mitochondria, Ca2+ swelling absorbance, 30 min; inhibition, % at 10 µM; 360,000 compounds, 1.4% hits; AID 602449;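 active means inhibition of 50% or more, scaled per plate between neutral and stimulator controls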;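 further: 0% = DMSO wells given calcium and 100% = 1 mM EGTA wells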
EBI2 antag: blocks human EBI2 receptor beta-arrestin signaling; P32249; inhibition, % at 5 µM; EBI2 beta-arrestin recruitment, luminescence, 7a,25-OHC stimulated; AID 651636; 360,000 compounds, 0.81% hits; in the data active means inhibition above about 38%;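 further: enzyme fragment complementation signal reports receptor beta-arrestin coupling in cells; 0% = agonist plus DMSO wells and 100% = wells without agonist; some results beyond the cut were filed as inactive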
CCR6 antag: antagonists of human CCR6 receptor | 340,000 compounds, 0.49% hits | P51684 | AID 493098 | CHO-K1 CCR6 PathHunter beta-arrestin, luminescence, CCL20-stimulated | inhibition, % at 20 µM;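 active means compounds whose inhibition of the agonist-driven luminescence signal at 20 µM reaches about 50%, limit read from the data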;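 further: cells stimulated with CCL20 at 14 nM final; plate controls were DMSO with CCL20 for no effect and DMSO without agonist for full effect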
APOBEC3A inh: human APOBEC3A DNA deaminase inhibition. P31941. recombinant A3A, FAM/TAMRA ssDNA deamination fluorescence. inhibition, % at 20 µM. 330,000 compounds, 0.41% hits;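 active means at least 40% inhibition at 20 µM here, with at most 30% in a related deaminase screen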;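 further: plate controls were A3A with DMSO for no effect and wells lacking A3A enzyme for full effect; some results filed as inactive read as strong as hits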
Target sequence (P31941 whole entry, looked up): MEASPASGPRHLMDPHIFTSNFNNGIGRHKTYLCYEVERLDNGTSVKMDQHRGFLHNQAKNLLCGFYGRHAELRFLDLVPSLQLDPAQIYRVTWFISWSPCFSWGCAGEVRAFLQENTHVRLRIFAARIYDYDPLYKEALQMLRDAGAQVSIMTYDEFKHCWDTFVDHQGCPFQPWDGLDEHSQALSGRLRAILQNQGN
Starred values were filed as active, the others as inactive.

Results for CCc1ccc2[nH]c(=O)c(C(c3nnnn3CCOC)N3CCN(c4ccc(F)cc4)CC3)cc2c1 (centres undefined) ?
Gli-Sufu block: -12; GRIN3A LBD mod: -12; A3G deaminase: 0; CXCR6 block: -1; MPTP inh: -4.0; EBI2 antag: 2; CCR6 antag: 6; APOBEC3A inh: -1

What do the screens show for `COc1ccc(CCC(C)NCc2ccccc2OC)cc1` (centres undefined)?
Gli-Sufu block: 17; GRIN3A LBD mod: 0; A3G deaminase: -10; CXCR6 block: 11; MPTP inh: -0.1; EBI2 antag: -3; CCR6 antag: 7; APOBEC3A inh: -6

Results for COc1cccc(NC(=O)C(c2ccccc2)N2CCCC2)c1 (centres undefined) ?
Gli-Sufu block: 2; GRIN3A LBD mod: 0; A3G deaminase: -10; CXCR6 block: 4; MPTP inh: -0.9; EBI2 antag: 0; CCR6 antag: 7; APOBEC3A inh: 6

Results for O=C(NNC(=O)c1cccc2ccccc12)c1ccc(Cl)cc1 ?
Gli-Sufu block: -18; GRIN3A LBD mod: 2; CXCR6 block: -1; MPTP inh: -0.5; EBI2 antag: 2; CCR6 antag: 13

Results for O=C(CSCc1ccc(F)cc1)N1CCN(c2ccc(F)cc2)CC1 ?
Gli-Sufu block: -8; GRIN3A LBD mod: 0; A3G deaminase: 0; CXCR6 block: -13; MPTP inh: -1.5; EBI2 antag: 3; CCR6 antag: -1; APOBEC3A inh: 4

How did N#CCSc1nc2scc(-c3cccs3)c2c(=O)n1CCc1ccccc1 do in these assays?
Gli-Sufu block: 15; GRIN3A LBD mod: -1; A3G deaminase: -1; CXCR6 block: -2; MPTP inh: 1.3; EBI2 antag: 21; CCR6 antag: 16; APOBEC3A inh: 0

How did O=C(Nc1nc2c(s1)CCCC2)c1ccc(Br)o1 do in these assays?
Gli-Sufu block: 5; GRIN3A LBD mod: 11*; A3G deaminase: -11; CXCR6 block: 1; MPTP inh: 0.6; EBI2 antag: -4; CCR6 antag: 28; APOBEC3A inh: -5

Results for CCOC(=O)C1C2C=CC3(CN(c4ccccc4CC)C(=O)C13)O2 (centres undefined) ?
Gli-Sufu block: -9; GRIN3A LBD mod: 4; A3G deaminase: -7; CXCR6 block: 13; MPTP inh: -2.8; EBI2 antag: -3; CCR6 antag: -20; APOBEC3A inh: -5

What do the screens show for `CCCn1nnnc1NCc1c(Cl)cccc1Cl`?
Gli-Sufu block: 9; GRIN3A LBD mod: 0; A3G deaminase: -9; CXCR6 block: 1; MPTP inh: -2.0; EBI2 antag: 2; CCR6 antag: 10; APOBEC3A inh: 0

What do the screens show for `Cn1c(=O)c2sccc2n(CC(=O)NCCC2=CCCCC2)c1=O`?
Gli-Sufu block: 16; GRIN3A LBD mod: 0; A3G deaminase: -8; CXCR6 block: -3; MPTP inh: -1.8; EBI2 antag: 1; CCR6 antag: 1; APOBEC3A inh: -4

Results for CN(CC(=O)Nc1ccccc1Cl)C(=O)CN1C(=O)C2CC=CCC2C1=O (centres undefined) ?
Gli-Sufu block: 55; GRIN3A LBD mod: 0; A3G deaminase: -6; CXCR6 block: 6; MPTP inh: 4.0; EBI2 antag: -4; CCR6 antag: 17; APOBEC3A inh: -2

Results for N#C/C(=C\c1cc([N+](=O)[O-])ccc1Cl)C(N)=O ?
Gli-Sufu block: 10; GRIN3A LBD mod: 1; A3G deaminase: -6; CXCR6 block: -27; MPTP inh: 1.0; EBI2 antag: -33; CCR6 antag: -12; APOBEC3A inh: 0

What do the screens show for `Cc1ccc2c(c1)NC(=O)CC(c1ccccc1)=N2`?
Gli-Sufu block: -1; GRIN3A LBD mod: -2; A3G deaminase: -8; CXCR6 block: 0; MPTP inh: 0.8; EBI2 antag: 8; CCR6 antag: 14; APOBEC3A inh: -17

Results for CCOc1cc(C(=O)Nc2ccc(N3CCOCC3)cc2)cc(Br)c1OC ?
Gli-Sufu block: -5; GRIN3A LBD mod: 1; A3G deaminase: -1; CXCR6 block: -3; MPTP inh: 3.6; EBI2 antag: -1; CCR6 antag: 7; APOBEC3A inh: -1

What do the screens show for `S=C(NC1CC2CCC1C2)N1CCN(c2cccc(Cl)c2)CC1` (centres undefined)?
Gli-Sufu block: 18; GRIN3A LBD mod: -3; A3G deaminase: -15; CXCR6 block: -8; MPTP inh: 1.1; EBI2 antag: 1; CCR6 antag: 8; APOBEC3A inh: -7

Results for Nc1c(Cl)cc2c(c1Br)Cc1ccccc1-2 ?
Gli-Sufu block: -4; GRIN3A LBD mod: 0; CXCR6 block: -7; MPTP inh: -0.5; EBI2 antag: -4; CCR6 antag: 0

Results for Cc1cc(C)cc(N/C(N)=N/c2nc(C)cc(C)n2)c1 ?
Gli-Sufu block: 22; GRIN3A LBD mod: 1; A3G deaminase: 6; CXCR6 block: -13; MPTP inh: 1.5; EBI2 antag: 2; CCR6 antag: 4; APOBEC3A inh: 6

Results for CCOC(=O)C1CCCN(C(=O)Cn2c(=O)c3cccn3c3cccnc32)C1 (centres undefined) ?
Gli-Sufu block: -7; GRIN3A LBD mod: 1; A3G deaminase: -7; CXCR6 block: 3; MPTP inh: -2.7; EBI2 antag: 9; CCR6 antag: 10; APOBEC3A inh: -2

How did O=C(COC(=O)c1cc(S(=O)(=O)N2CCOCC2)ccc1F)NCc1ccc2c(c1)OCO2 do in these assays?
Gli-Sufu block: -1; GRIN3A LBD mod: -2; A3G deaminase: -7; CXCR6 block: -8; MPTP inh: -0.9; EBI2 antag: -3; CCR6 antag: -9; APOBEC3A inh: -4

Results for O=C(Nc1nc(-c2ccc3c(c2)OCO3)cs1)C1COc2ccccc2O1 (centres undefined) ?
Gli-Sufu block: -7; GRIN3A LBD mod: -9; A3G deaminase: -8; CXCR6 block: -5; MPTP inh: 0.8; EBI2 antag: -4; CCR6 antag: 7; APOBEC3A inh: -3

How did Cc1ccc(S(=O)(=O)N2CCN(C(=O)COC(=O)CNC(=O)c3ccccc3)CC2)c(C)c1 do in these assays?
Gli-Sufu block: 3; GRIN3A LBD mod: 0; A3G deaminase: -7; CXCR6 block: 7; MPTP inh: -1.7; EBI2 antag: 5; CCR6 antag: 3; APOBEC3A inh: 3

Results for Cn1c(=O)n(C)c(=O)n(CC(=O)N2CCCCC2)c1=O ?
Gli-Sufu block: -9; GRIN3A LBD mod: -1; A3G deaminase: -7; CXCR6 block: -4; MPTP inh: -1.5; EBI2 antag: -7; CCR6 antag: 5; APOBEC3A inh: -4

What do the screens show for `CCc1ccc(Nc2ncc3c(n2)CC(C)CC3=O)cc1` (centres undefined)?
Gli-Sufu block: -112; GRIN3A LBD mod: -6; A3G deaminase: -2; CXCR6 block: -6; MPTP inh: 1.6; EBI2 antag: 11; CCR6 antag: 1; APOBEC3A inh: 7

What do the screens show for `O=C(O)c1cc(N2C(=O)CCC2=O)ccc1NCc1cccnc1`?
Gli-Sufu block: -2; GRIN3A LBD mod: 0; A3G deaminase: -1; CXCR6 block: -1; MPTP inh: 1.5; EBI2 antag: -15; CCR6 antag: -2; APOBEC3A inh: 4

Results for CC(C)c1ccc(N(CCc2ccccn2)C(=O)C(C)(C)C)cc1 ?
Gli-Sufu block: 8; GRIN3A LBD mod: 1; A3G deaminase: -5; CXCR6 block: -2; MPTP inh: 4.1; EBI2 antag: -21; CCR6 antag: 13; APOBEC3A inh: -2

How did Cc1cc(C)nc(NS(=O)(=O)c2ccc(NC(=O)c3ccccc3[N+](=O)[O-])cc2)n1 do in these assays?
Gli-Sufu block: 2; GRIN3A LBD mod: -2; A3G deaminase: -3; CXCR6 block: -9; MPTP inh: 0.4; EBI2 antag: -2; CCR6 antag: 13; APOBEC3A inh: 2

How did CC(NC(=O)Cn1c(NCCO)nc2ccccc21)C1CC2CCC1C2 (centres undefined) do in these assays?
Gli-Sufu block: 1; GRIN3A LBD mod: 1; A3G deaminase: -10; CXCR6 block: 3; MPTP inh: -1.4; EBI2 antag: 2; CCR6 antag: 1; APOBEC3A inh: 2

Results for CCc1ccccc1NC(=O)c1cccc(Oc2ccc([N+](=O)[O-])cc2Cl)c1 ?
Gli-Sufu block: 28; GRIN3A LBD mod: -9; A3G deaminase: -4; CXCR6 block: 3; MPTP inh: 29; EBI2 antag: 10; CCR6 antag: 9; APOBEC3A inh: -1

What do the screens show for `CC(C)(C)C(=O)N1CCN(c2ccc([N+](=O)[O-])c(-n3nc(-c4ccccc4)c4ccccc4c3=O)c2)CC1`?
Gli-Sufu block: 5; GRIN3A LBD mod: -5; A3G deaminase: 1; CXCR6 block: 5; MPTP inh: 0.6; EBI2 antag: 3; CCR6 antag: 23; APOBEC3A inh: 4

How did Cc1ccc(NC(=O)COc2ccccc2C(=O)NCc2ccccc2)cc1 do in these assays?
Gli-Sufu block: -2; GRIN3A LBD mod: -8; A3G deaminase: -4; CXCR6 block: -1; MPTP inh: 1.0; EBI2 antag: -3; CCR6 antag: 9; APOBEC3A inh: 6

Results for COc1ccc(C(=O)N2CCN(c3ccc(C)c(C)c3)CC2)cc1OC ?
Gli-Sufu block: 5; GRIN3A LBD mod: 2; A3G deaminase: -8; CXCR6 block: -9; MPTP inh: -0.9; EBI2 antag: 2; CCR6 antag: 4; APOBEC3A inh: -3

What do the screens show for `COc1cccc(/C=C/C(=O)OCC(=O)NCCc2ccccc2)c1`?
Gli-Sufu block: 7; GRIN3A LBD mod: -3; A3G deaminase: 1; CXCR6 block: 4; MPTP inh: -1.6; EBI2 antag: -3; CCR6 antag: 1; APOBEC3A inh: 7

Results for O=C(O)C1CCCCC1C(=O)Nc1nc(-c2ccc(Cl)s2)cs1 (centres undefined) ?
Gli-Sufu block: 8; GRIN3A LBD mod: 1; A3G deaminase: 7; CXCR6 block: -8; MPTP inh: -0.4; EBI2 antag: -4; CCR6 antag: 14; APOBEC3A inh: 16

Results for COC(=O)N1[C@H](C)C=C[C@]1(Cc1ccccc1)C(=O)OC ?
Gli-Sufu block: -7; GRIN3A LBD mod: -1; A3G deaminase: -6; CXCR6 block: 1; MPTP inh: -1.7; EBI2 antag: -2; CCR6 antag: 4; APOBEC3A inh: -1

What do the screens show for `CCc1cc(CNC(=O)c2cc(COc3ccc(C)nc3)on2)on1`?
Gli-Sufu block: -5; GRIN3A LBD mod: 6; A3G deaminase: -9; CXCR6 block: 3; MPTP inh: -0.6; EBI2 antag: -10; CCR6 antag: -7; APOBEC3A inh: -1

How did COc1ccc(-n2nnc3c(SCC(=O)N4CCCc5ccccc54)ncnc32)cc1 do in these assays?
Gli-Sufu block: 1; GRIN3A LBD mod: -1; A3G deaminase: -7; CXCR6 block: -1; MPTP inh: 6.2; EBI2 antag: 42*; CCR6 antag: 11; APOBEC3A inh: -7

How did COc1cc(OC)nc(Oc2cccc(Cl)c2C)n1 do in these assays?
Gli-Sufu block: 7; GRIN3A LBD mod: 1; A3G deaminase: -3; CXCR6 block: 4; MPTP inh: 0.8; EBI2 antag: -9; CCR6 antag: 13; APOBEC3A inh: 0

What do the screens show for `S=C(NCc1ccccc1)NC1CCCc2ccccc21` (centres undefined)?
Gli-Sufu block: 5; GRIN3A LBD mod: -10; A3G deaminase: -6; CXCR6 block: -9; MPTP inh: 0.7; EBI2 antag: 7; CCR6 antag: 15; APOBEC3A inh: -2

What do the screens show for `COc1cc(/C=C/C(=O)O)cc(S(=O)(=O)N(C)CCO)c1OC`?
Gli-Sufu block: -17; GRIN3A LBD mod: 0; A3G deaminase: 11; CXCR6 block: -8; MPTP inh: -1.5; EBI2 antag: -4; CCR6 antag: 2; APOBEC3A inh: 5
